Compound activity (PubChem BioAssay)
M1 PAM parental = nonselective calcium activators in parental CHO-K1 cells, primary screen, counter-screen for M1 PAM project, cell-based, Fluo-8 calcium fluorescence, full deck, 1536-well; activation, % at 3 µM; 0.02% of 360,000 active; ATP EC20; 0% at ATP EC20, 100% at ATP max; AID 602247, 2012;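 active = activation above the run cutoff, the mean activation of all test compounds plus 3 SD, cut at about 40% in these data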;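 note: peak over basal fluorescence ratio in a 140 s read after ATP addition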
CHRM1 agonist = human M1 muscarinic receptor agonists, primary screen, Fluo-8 calcium fluorescence, CHO-K1 cells, HTS | CHO-K1 hM1, agonist mode; 0% DMSO, 100% acetylcholine EC100 | activation, % at 3 µM | 0.33% of 360,000 active | AID 588814, 2011;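 active = activation above the run's mean compound activation plus 3 SD, cut at about 16% in these data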;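 note: peak over basal fluorescence ratio within a 140 s kinetic read after compound addition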
Target sequence (P11229 whole entry, looked up): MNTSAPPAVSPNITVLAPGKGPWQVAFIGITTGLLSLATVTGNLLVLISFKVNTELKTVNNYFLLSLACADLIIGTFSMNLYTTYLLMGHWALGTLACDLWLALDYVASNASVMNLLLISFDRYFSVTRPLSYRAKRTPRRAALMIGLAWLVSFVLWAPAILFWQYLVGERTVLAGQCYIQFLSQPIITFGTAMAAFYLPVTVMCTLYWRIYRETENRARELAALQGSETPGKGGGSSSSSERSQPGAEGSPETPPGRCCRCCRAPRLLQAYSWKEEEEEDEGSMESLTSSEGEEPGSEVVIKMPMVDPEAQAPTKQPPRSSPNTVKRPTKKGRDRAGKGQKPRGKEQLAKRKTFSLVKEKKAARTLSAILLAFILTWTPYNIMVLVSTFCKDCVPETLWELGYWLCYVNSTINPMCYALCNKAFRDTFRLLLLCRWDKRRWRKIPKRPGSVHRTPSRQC
CHO-K1 Ca antag = nonselective inhibitor or artifact in parental CHO-K1 cells | ATP-induced calcium, Fluo-8 fluorescence | AID 602250 | 0.6% of 360,000 active | inhibition, % at 3 µM;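 active = inhibition above a per-plate cutoff, the plate's mean sample inhibition plus 3 SD, cut at about 24% in these data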;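 note: 0% = DMSO plus EC80 ATP and 100% = DMSO alone without ATP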
M1 ag parental = counter-screen for M1 agonists: effect in parental CHO-K1 cells. Fluo-8 calcium fluorescence; scaled to maximal ATP response, vehicle zero. activation, % at 3 µM. 0.48% of 360,000 active. AID 602248, 2012; in the data active = activation above about 15%;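 note: untransfected CHO-K1 host cells lacking M1 receptor as counterscreen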
CHRM1 antagonist = human M1 muscarinic receptor antagonists, primary screen, CHO-K1 cells, Fluo-8 calcium fluorescence, 1536-well; 1.3% of 360,000 active; CHO-K1 hM1, ACh EC80 antagonist; inhibition, % at 3 µM; Muscarinic acetylcholine receptor M1 (Homo sapiens), P11229; AID 588852, 2011;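 active = percent inhibition above its own plate's cutoff, namely the mean of that plate's compound wells plus 3 SD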;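 note: peak over basal fluorescence ratio during 140 s after agonist addition; 0% = ACh EC80 plus DMSO and 100% = DMSO alone without agonist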
TAAR1 agonist = human TAAR1 agonists, primary screen, Fluo-8 calcium fluorescence, CHO RD-HGA16 cells | vehicle wells 0%, saturating PEA agonist 100% | activation, % at 3 µM | 0.99% of 360,000 active | AID 624467, 2012;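 active = activation above the mean activation of all test compounds in the run plus 3 SD, cut at about 38% in these data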
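Test system: RD-HGA16 (CHO) cells co-expressing Gα16 and hTAAR1; dosing: one-point dosing at 3 µM (nominal); timing: 17-24 h seeding, 75 min 37 °C dye, 30 min RT; signal: kinetic Fluo-8 calcium fluorescence; read-out basis: % activation relative to PEA EC100 response; controls: DMSO and PEA EC100; replicates: n 1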
OXTR potentiator = human OXTR potentiators, primary screen, fluorescence, CHO-OTR cells, Fluo-8 calcium; AID 2445, 2010; Fluo-8 calcium fluorescence, potentiator mode; 0% = oxytocin EC15, 100% = EC100; activation, % at 3 µM; 0.061% of 320,000 active; Oxytocin receptor (Homo sapiens), P30559;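 active = activation above that plate's cutoff, the mean activation of tested compounds plus 3 SD, cut at about 6.6% in these data, passing the limit was not always enough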;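 note: 100% uses oxytocin at 75 nM as the full agonist control; some results filed as inactive read as strong as hits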
Target sequence (P30559 whole entry, looked up): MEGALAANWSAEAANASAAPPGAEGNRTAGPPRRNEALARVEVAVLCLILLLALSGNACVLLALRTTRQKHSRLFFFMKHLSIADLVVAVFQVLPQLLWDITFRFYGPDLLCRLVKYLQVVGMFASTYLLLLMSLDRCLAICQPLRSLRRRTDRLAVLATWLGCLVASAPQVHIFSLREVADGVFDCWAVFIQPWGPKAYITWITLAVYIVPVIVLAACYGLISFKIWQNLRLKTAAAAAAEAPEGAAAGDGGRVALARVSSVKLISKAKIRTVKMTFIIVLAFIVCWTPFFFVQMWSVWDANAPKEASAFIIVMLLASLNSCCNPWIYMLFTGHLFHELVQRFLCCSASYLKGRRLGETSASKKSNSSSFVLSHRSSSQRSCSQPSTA
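System: human OTR in CHO cells; Also added: sub-maximal oxytocin, roughly EC15; Timing: compound 6 min at room temperature before oxytocin, 100 s read; Technique: Fluo-8 intracellular calcium fluorescence, ex 470-495, em 515-575 nm; Controls: oxytocin EC15 low and EC100 high; Replication: singlicate.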
CHO parental Ca = ATP-evoked calcium signal inhibitors, parental CHO, primary screen, counter-screen for OX1R antagonist project, cell-based, fluorescence, Fluo-8 calcium dye; parental CHO-K1, ATP-induced calcium, Fluo-8 fluorescence; inhibition, % at 5.6 µM; 0.63% of 330,000 active; AID 463079, 2010;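 active = inhibition above that plate's mean sample inhibition plus 3 SD, cut at about 26% in these data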;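 note: 0% = ATP-challenged DMSO wells and 100% = DMSO wells without ATP; some compounds past the cut are filed as inactive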
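test system = CHO parental line | reagent = ATP stimulus | measured by = intracellular calcium via Fluo-8 no-wash fluorescent dye | control set = ATP and no-ATP DMSO wells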
TAAR1 antag = human TAAR1 antagonists, primary screen, Fluo-8 calcium fluorescence, CHO RD-HGA16 cells | Trace amine-associated receptor 1 (Homo sapiens), Q96RJ0 | antagonist | inhibition, % at 3 µM | 1.5% of 360,000 active | AID 624466, 2012;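 active = inhibition above a per-plate cutoff, the mean inhibition of test compounds on that plate plus 3 SD, cut at about 49% in these data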;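 note: 0% = DMSO plus EC80 beta-PEA response and 100% = DMSO alone without agonist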
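Test system: RD-HGA16 CHO cells with stable hTAAR1 and Gα16 / Probe or stimulus: EC80 β-phenethylamine stimulus / Times: seeding 17-24 h prior, 75-min 37 °C, 30-min RT dye loading / Detection: Fluo-8 calcium-sensitive fluorescence / Read-out basis: % inhibition scaled between DMSO and EC80 PEA controls / Repeats: singlicate, one well per test compound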
An asterisk follows results filed as active; . = not tested or not shown.

[1] CC(C)(C)NS(=O)(=O)c1cnc(Cl)c(Cl)c1
[2] COc1ccc(OCC(=O)OC2CCCN(C)C2)cc1 (stereo not given)
[3] O=C(COC(=O)c1ccc([N+](=O)[O-])o1)NCc1ccc(F)cc1
[4] O=C(NCCCN1CCCC1=O)c1cncc(Br)c1
[5] NS(=O)(=O)c1ccc(CCNC(=O)CSc2nc3ccccc3c(=O)n2CCC(=O)N2CCCCC2)cc1
[6] NC(=O)C1CCN(C(=S)NCc2ccc3c(c2)OCO3)CC1
[7] O=C(Nc1ccc(N2C(=O)c3cccc4cccc(c34)C2=O)cc1)c1ccc(N2CCCCC2)c([N+](=O)[O-])c1
[8] O=C1N=c2ccc([N+](=O)[O-])cc2=C1c1sc(=O)[nH]c1O

Assay by compound	1	2	3	4	5	6	7	8
TAAR1 antag	-2	-11	4	16	-3	8	10	2
CHRM1 antagonist	3	-11	-4	-3	-22	-8	5	-10
M1 PAM parental	0	8	-7	5	5	3	15	26
M1 ag parental	-0.2	0.9	0.5	0.1	0.1	0.1	-0.1	1.2
CHO parental Ca	-12	-19	-4	4	-16	-3	-7	3
CHRM1 agonist	-4	-4	-4	-1	-5	-4	-3	-1
TAAR1 agonist	11	0	14	8	0	3	5	3
CHO-K1 Ca antag	7	-13	-16	12	-15	-11	1	-29
OXTR potentiator	1	-5	-1	1	-19	-12	-8	-12

[9] CS(=O)(=O)Nc1ccc(C(=O)NCCSCc2c(F)cccc2Cl)cc1
[10] O=C(Nc1ccc(Cl)cc1)N1CCN(Cc2ccc3c(c2)OCO3)CC1
[11] COc1ccc(N2CCN(c3cc(=O)n(Cc4ccc(F)cc4)c(=O)[nH]3)CC2)cc1
[12] COc1ccc(Br)cc1CN(C)CC(O)COc1ccc(Br)cc1 (stereo not given)
[13] CN(CC(=O)Nc1ccccc1Br)C(=O)c1ccccc1OCc1ccc(Cl)cc1
[14] Cc1cc(OCC(=O)OCC(=O)NC2CCCCC2C)ccc1Cl (stereo not given)
[15] Cc1ccc(NC(=S)NC(=O)c2ccccc2)cc1NC(=S)NC(=O)c1ccccc1
[16] COc1cc(Cl)ccc1OCc1cc(C(=O)N2C[C@]3(C)C[C@H]2CC(C)(C)C3)no1

Assay by compound	9	10	11	12	13	14	15	16
TAAR1 antag	17	-4	0	1	28	31	1	-27
CHRM1 antagonist	0	-5	-11	6	11	-2	-10	-4
M1 PAM parental	7	-8	-3	11	5	6	8	-1
M1 ag parental	1.4	2.4	0.0	1.9	2.2	0.3	1.1	-0.2
CHO parental Ca	8	-21	-4	-8	.	-7	.	-14
CHRM1 agonist	-10	-3	6	-9	-6	-2	-5	-5
TAAR1 agonist	7	-1	2	-2	16	12	1	5
CHO-K1 Ca antag	-4	-14	14	4	-12	-5	-11	-4
OXTR potentiator	-2	-10	-3	-6	.	-2	.	-14

[17] COc1ccc(C)cc1S(=O)(=O)Nc1cccc(C)c1
[18] COc1ccc(C=CC(=O)c2c(OC)cc(OC)c(OC)c2O)cc1
[19] CCOC(=O)N1CCN(c2ccc(C(=O)c3cccc(F)c3)cc2)CC1
[20] CCN(CC)c1ccc(C(=O)NNC(=O)CNC(=O)c2ccco2)cc1
[21] COc1ccc(S(=O)(=O)n2c([N+](=O)[O-])cnc2C)c(C)c1C
[22] CCn1c(SC(C)C(=O)O)nnc1-c1cccnc1 (stereo not given)
[23] CC12CC3CC(C)(C1)CC(C(=O)NC(=S)N1CCOCC1)(C3)C2
[24] CCOCCCNC(=O)C(NC(=O)CC1NC(=O)NC1=O)c1ccc(Cl)cc1 (stereo not given)

Assay by compound	17	18	19	20	21	22	23	24
TAAR1 antag	1	31	.	-24	-13	-1	2	9
CHRM1 antagonist	0	9	11	-7	-8	8	3	-6
M1 PAM parental	12	-22	-1	4	-13	-7	20	-1
M1 ag parental	-0.2	-0.1	9.0	1.1	-0.1	-0.2	0.3	-0.3
CHO parental Ca	2	.	-11	.	2	-2	-11	-13
CHRM1 agonist	-3	-3	4	-1	1	-4	-5	-2
TAAR1 agonist	3	6	.	2	5	11	2	7
CHO-K1 Ca antag	-4	2	-15	-6	17	10	-7	-7
OXTR potentiator	-9	.	-8	.	-14	-5	3	0

Record cards (already shown):
CCOC(=O)N1CCN(c2ccc(C(=O)c3cccc(F)c3)cc2)CC1 in the list: TAAR1 antag: .; CHRM1 antagonist: 11; M1 PAM parental: -1; M1 ag parental: 9.0; CHO parental Ca: -11; CHRM1 agonist: 4; TAAR1 agonist: .; CHO-K1 Ca antag: -15; OXTR potentiator: -8
CCn1c(SC(C)C(=O)O)nnc1-c1cccnc1 (stereo not given) in the list: TAAR1 antag: -1; CHRM1 antagonist: 8; M1 PAM parental: -7; M1 ag parental: -0.2; CHO parental Ca: -2; CHRM1 agonist: -4; TAAR1 agonist: 11; CHO-K1 Ca antag: 10; OXTR potentiator: -5
COc1ccc(S(=O)(=O)n2c([N+](=O)[O-])cnc2C)c(C)c1C in the list: TAAR1 antag: -13; CHRM1 antagonist: -8; M1 PAM parental: -13; M1 ag parental: -0.1; CHO parental Ca: 2; CHRM1 agonist: 1; TAAR1 agonist: 5; CHO-K1 Ca antag: 17; OXTR potentiator: -14

(list continues)
[25] CN1CCC[C@H]1CCNc1ccc2c(=O)c3ccccc3n(C)c2c1
[26] O=C(NCCCN1CCOCC1)c1cccc(S(=O)(=O)NCc2ccccc2)c1
[27] COc1ccc(NC(=O)COc2coc(CN3c4ccccc4CC3C)cc2=O)cc1 (stereo not given)
[28] Cc1ccc(C)c(S(=O)(=O)NNC(=O)Nc2ccccc2Cl)c1
[29] CC(Nc1ccc2c(c1)OCCO2)C(=O)N1CCc2ccccc21 (stereo not given)
[30] CC(=O)NC(CC(=O)Nc1ccc(S(=O)(=O)NC2=NCCCCC2)cc1)c1ccccc1 (stereo not given)
[31] CCN(CC)S(=O)(=O)c1ccc(N2CCOCC2)c(NS(=O)(=O)c2ccc(OC)cc2)c1
[32] CCCOC(=O)c1ccc(OCC(O)CN2CCN(C(=O)c3ccccc3)CC2)cc1 (stereo not given)

Assay by compound	25	26	27	28	29	30	31	32
TAAR1 antag	-20	-15	0	6	-2	9	-9	3
CHRM1 antagonist	-9	13	9	-5	-3	-19	-5	12
M1 PAM parental	0	-26	-24	21	3	13	-15	1
M1 ag parental	-0.6	-0.1	-0.2	1.8	0.8	0.6	0.0	0.8
CHO parental Ca	.	-10	-12	-22	-11	-1	-15	-6
CHRM1 agonist	-7	-5	-6	-3	-2	-3	-1	-5
TAAR1 agonist	1	2	-1	0	12	3	0	3
CHO-K1 Ca antag	9	1	8	-14	2	-19	4	1
OXTR potentiator	.	-1	-7	-2	-9	0	0	-15

[33] COCCCNc1nc(N)c([N+](=O)[O-])c(Nc2cc(OC)ccc2OC)n1
[34] COc1ccccc1/C=C/C1(C(=O)NC2CCCC2)CC(=O)N1c1ccc(C)cc1 (stereo not given)
[35] COc1ccc(C(=O)Nc2ccc3nc(C)sc3c2)cc1S(=O)(=O)N1CCOCC1
[36] Cc1c(Cl)cccc1NC(=O)C1CCCN(S(C)(=O)=O)C1 (stereo not given)
[37] CCOC(=O)/C(C#N)=C/c1cc(C)n(-c2ccc(Br)cc2)c1C
[38] Nc1cc(C(F)(F)F)ccc1C(=O)O
[39] CCCc1c(C)nc(N2CCN(c3ccccc3F)CC2)[nH]c1=O
[40] CN1CCN(C(=O)c2ccc(OCCOc3ccccc3)cc2)CC1

Assay by compound	33	34	35	36	37	38	39	40
TAAR1 antag	-5	-12	-9	18	8	11	-8	.
CHRM1 antagonist	-5	2	-14	-7	.	-9	-20	-13
M1 PAM parental	30	-5	3	1	.	-11	16	8
M1 ag parental	4.2	0.2	2.5	1.0	.	-0.1	1.5	1.2
CHO parental Ca	-78	-33	.	.	5	13	-2	-14
CHRM1 agonist	12	-3	-3	-1	.	-2	-1	-3
TAAR1 agonist	31	10	1	1	4	0	1	.
CHO-K1 Ca antag	-17	6	-14	-8	.	6	-7	-3
OXTR potentiator	5	-13	.	.	-3	1	-4	5

[41] CCCc1nc2c(C)cc(Br)cn2c1Cc1ccsc1
[42] COc1cccc(C(=O)NCC(=O)N2CCC3(CC2)NCCc2[nH]cnc23)c1OC
[43] Nc1ncnc2nc(N3CCN(C(=O)c4ccccc4)CC3)[nH]c12
[44] COc1ccc(S(=O)(=O)NCc2ccc(C)cc2)cc1
[45] O=C(O)C(Cc1ccc(O)cc1)N1C(=O)C2CCCCC2C1=O (stereo not given)
[46] COc1ccc(-c2noc(-c3ccccc3C(=O)Nc3cccc(OC)c3)n2)cc1
[47] O=C(CNC(=S)N(Cc1ccccc1)Cc1cccnc1)NCc1ccccc1
[48] Cc1cccn2c(CNCC3(c4ccccc4)CCCC3)c(C(=O)N3CCOCC3)nc12

Assay by compound	41	42	43	44	45	46	47	48
TAAR1 antag	-7	-8	102*	-2	2	37	-4	30
CHRM1 antagonist	-36	-5	-13	-1	-3	-24	7	15
M1 PAM parental	10	-1	14	2	7	19	-7	8
M1 ag parental	-0.1	-0.1	0.1	0.4	0.5	1.8	1.7	5.7
CHO parental Ca	.	0	-5	-8	2	4	-16	7
CHRM1 agonist	-7	-5	-3	-5	-2	-5	-4	-9
TAAR1 agonist	0	1	-6	7	0	6	5	21
CHO-K1 Ca antag	-22	2	-7	1	-9	-6	-12	1
OXTR potentiator	.	-6	-9	-7	7	-12	-4	-8

[49] O=C(N/N=C\c1cccnc1)c1ccc(Cl)s1
[50] CCC1(CC)C(=O)N=C2c3ccccc3C(=O)N21
[51] CCc1ccccc1NC(=O)Cn1nc(C)n2cccc2c1=O
[52] COc1ccc2c(c1)C(=O)/C(=C/C=C/c1ccccc1)CC2
[53] Cc1cccc(C=Nc2ccccc2C(N)=O)c1
[54] COc1ccc(NC(=S)N(CCc2c(C)[nH]c3ccccc23)Cc2cccnc2)cc1

Assay by compound	49	50	51	52	53	54
TAAR1 antag	-14	7	-9	8	-18	-2
CHRM1 antagonist	18	-23	-4	-5	-12	3
M1 PAM parental	-15	18	-2	4	-2	16
M1 ag parental	0.1	0.8	0.8	0.1	1.2	0.2
CHO parental Ca	.	-7	-11	-9	4	-7
CHRM1 agonist	-3	-3	-2	-4	-4	4
TAAR1 agonist	2	3	0	-1	12	0
CHO-K1 Ca antag	12	-9	-6	-15	-22	-3
OXTR potentiator	.	-4	-10	-10	-6	-2
